Compound activity deposited in PubChem BioAssay by MTDP.
RNase H inhibition = RNase H inhibition, HIV 1 Gag Pol polyprotein, FRET biochemical assay, screening (AID 372); HIV-1 RT RNase H, FRET RNA/DNA substrate fluorescence; higher % means a stronger effect; one-dose inhibition, % at 10 µM; IC50 in µM for titrated hits; 100,000 tested, 0.77% active; in the data active = inhibition above about 50%
* hit, by the source's call; & = joins results of further samples.

Start of the data: the first 4 records, to show the layout:
What do the screens show for `Cc1ccc(/C(O)=C2/C(=O)C(=O)N(c3ccccn3)C2c2ccc(F)cc2)cc1` (centres undefined)?
RNase H inhibition: 0%

How did COc1ccc(/C(N)=N/OC(=O)COc2ccc(C)cc2Br)cc1OC do in these assays?
RNase H inhibition: 4%

What do the screens show for `CN(C)c1ccc(/C=C2\SC(=S)N(C(Cc3ccccc3)C(=O)O)C2=O)cc1` (centres undefined)?
RNase H inhibition: 18%

Results for O=C(/C=C/c1ccccc1)Nc1nc2ccc(Br)cc2s1 ?
RNase H inhibition: 48%

All compounds of this part, from the first entry:
What do the screens show for `Cc1ccc(/C(O)=C2/C(=O)C(=O)N(c3ccccn3)C2c2ccc(F)cc2)cc1` (centres undefined)?
RNase H inhibition: 0%

How did COc1ccc(/C(N)=N/OC(=O)COc2ccc(C)cc2Br)cc1OC do in these assays?
RNase H inhibition: 4%

What do the screens show for `CN(C)c1ccc(/C=C2\SC(=S)N(C(Cc3ccccc3)C(=O)O)C2=O)cc1` (centres undefined)?
RNase H inhibition: 18%

Results for O=C(/C=C/c1ccccc1)Nc1nc2ccc(Br)cc2s1 ?
RNase H inhibition: 48%

How did CC(Oc1ccccc1)C(=O)Nc1cc(C(N)=O)cc(C(N)=O)c1 (centres undefined) do in these assays?
RNase H inhibition: 6%

Results for O=C(COc1ccc2ccccc2c1)Nc1cccc(Br)c1 ?
RNase H inhibition: 2%

What do the screens show for `CCOc1ccc(N=CC2=C(O)CC(c3ccccc3)CC2=O)cc1` (centres undefined)?
RNase H inhibition: 1%

Results for Cc1cc(C)c(S(=O)(=O)N(C)Cc2ccccc2)c(C)c1 ?
RNase H inhibition: 3%

Results for COc1ccc(CC(=O)N/N=C/c2ccc(O)c(OC)c2)cc1 ?
RNase H inhibition: 5%

What do the screens show for `Cc1ccc(-c2cc(C(=O)N/N=C/c3c(Cl)cccc3Cl)[nH]n2)cc1`?
RNase H inhibition: 42%

How did CC(C)Oc1ccc(C2Nc3ccccc3NC3=C2C(=O)CC(C)(C)C3)cc1 (centres undefined) do in these assays?
RNase H inhibition: 16%

Results for COc1ccc(/C=C(\NC(=O)c2ccccc2)C(=O)NCC(C)C)cc1OC ?
RNase H inhibition: 0%

What do the screens show for `CC1=C(C(=O)Nc2cccc(Cl)c2)C(c2cccc(Br)c2)NC(=S)N1` (centres undefined)?
RNase H inhibition: 0%

How did CCN(CC)c1ccc(N2C(=O)/C(=C/c3cccc([N+](=O)[O-])c3)SC2=S)cc1 do in these assays?
RNase H inhibition: 7%

How did O=C1C2C3C=CC(C4CC34)C2C(=O)N1Cc1cccnc1 (centres undefined) do in these assays?
RNase H inhibition: 2%

Results for CCCC(C)C(=O)Nc1cccc(Cl)c1C (centres undefined) ?
RNase H inhibition: 18%

Results for COc1ccc(C(=O)N/N=C(\C)c2ccc(OC)c(OC)c2)cc1 ?
RNase H inhibition: 4%

What do the screens show for `COC(=O)COc1ccc(C2NC(=O)NC(C)=C2C(=O)OC)cc1` (centres undefined)?
RNase H inhibition: 3%

Results for COc1cc(NC(=O)c2ccccc2Br)c2ncccc2c1 ?
RNase H inhibition: 9%

Results for COc1ccccc1C(=O)N1CCN(S(=O)(=O)c2ccccc2)CC1 ?
RNase H inhibition: 11%

What do the screens show for `FC(F)(F)C(Oc1nc(Nc2ccc(Cl)cc2)nc(N2CCOCC2)n1)C(F)(F)F`?
RNase H inhibition: 3%

Results for CCN(CC)c1ccc(/C=C(\C#N)c2nn(CCO)c(N)c2C#N)cc1 ?
RNase H inhibition: 27%

Results for O=c1/c(=C\c2cccc(OCc3cccc4ccccc34)c2)sc2nc3ccccc3n12 ?
RNase H inhibition: 19%

How did Cc1onc(-c2ccccc2Cl)c1C(=O)N1CCN(C(=O)c2ccco2)CC1 do in these assays?
RNase H inhibition: 5%

How did Cc1ccc(C)c(Nc2nc3nonc3nc2N2CCOCC2)c1 do in these assays?
RNase H inhibition: 8%

How did CC(=O)Nc1ccc2sc(C)nc2c1 do in these assays?
RNase H inhibition: 4%

Results for Cc1cc(C)c2[nH]c(O)c(N=NC(=O)c3cccc([N+](=O)[O-])c3)c2c1 ?
RNase H inhibition: 2%

How did CCOC(=O)c1ccc(NC(=O)CN(c2ccccc2C)S(=O)(=O)c2ccccc2)cc1 do in these assays?
RNase H inhibition: 23%

What do the screens show for `Cc1ccc(NC(=O)c2ccccc2C)cc1Cl`?
RNase H inhibition: 3%

What do the screens show for `Cc1cccc(OCCCCN2CCOCC2)c1`?
RNase H inhibition: 4%

What do the screens show for `O=C(N/N=C/c1ccc(/C=N/NC(=O)c2ccccc2I)cc1)c1ccccc1I`?
RNase H inhibition: 12%

What do the screens show for `C=CCn1c2ccccc2c2cc([N+](=O)[O-])ccc21`?
RNase H inhibition: 5%

How did COc1ccc(Br)cc1/C=C(\C#N)c1nn(CCO)c(N)c1C#N do in these assays?
RNase H inhibition: 11%

How did COC(=O)c1c(NC(=O)/C=C/c2ccco2)sc2c1CCC(C)C2 (centres undefined) do in these assays?
RNase H inhibition: 15%

What do the screens show for `Cc1ccc(CN2CCN(N=Cc3c(O)ccc4ccccc34)CC2)c(C)c1`?
RNase H inhibition: 22%

Results for COC(=O)C1=C(C)NC2=C(C(=O)CC(c3ccc(OC)cc3)C2)C1c1cccc(F)c1 (centres undefined) ?
RNase H inhibition: 12%

What do the screens show for `Cc1nc2ccccc2n1Cc1ccc(Br)cc1`?
RNase H inhibition: 10%

What do the screens show for `COc1ccc(C2C3=C(CC(C)(C)CC3=O)Nc3ccc4ccccc4c32)cc1` (centres undefined)?
RNase H inhibition: 3%

What do the screens show for `COC(=O)C1=C(C)NC2=C(C(=O)CCC2)C1c1ccc(OCc2ccc([N+](=O)[O-])cc2)c(OC)c1` (centres undefined)?
RNase H inhibition: 6%

How did O=C(Nc1ccccc1C(F)(F)F)Nc1cccc2ccccc12 do in these assays?
RNase H inhibition: 3%

Results for Cc1occc1C(=O)N/N=C/c1ccc(Cl)cc1 ?
RNase H inhibition: 9%

How did CCCCOc1ccc(C(=O)NNC(=O)c2ccc([N+](=O)[O-])cc2)cc1 do in these assays?
RNase H inhibition: 0%

What do the screens show for `COC(=O)COc1ccc(/C=C2\C(=O)NC(=O)N(c3cccc(Br)c3)C2=O)cc1OC`?
RNase H inhibition: 2%

How did CCCCN(CC)c1cnn(-c2ccccc2)c(=O)c1N do in these assays?
RNase H inhibition: 0%

Results for Oc1cccc(C=Nc2ccccc2)c1O ?
RNase H inhibition: 15%

What do the screens show for `COc1cc(/C=C2\C(=O)NC(=O)N(C)C2=O)cc(I)c1OC`?
RNase H inhibition: 0%

What do the screens show for `CC(C)(C)c1ccc(OCCOc2ccc(/C=N/N3C(=O)CSC3=S)cc2)cc1`?
RNase H inhibition: 16%

What do the screens show for `COc1ccc(CCc2nc(C)ccc2O)cc1`?
RNase H inhibition: 0%

How did COc1ccc(COC(=O)C2=C(C)NC(=O)NC2c2ccc(Cl)c(Cl)c2)cc1 (centres undefined) do in these assays?
RNase H inhibition: 41%

Results for CCOC(=O)c1ccc(N2C(=O)CC(N3CCN(c4ccccc4F)CC3)C2=O)cc1 (centres undefined) ?
RNase H inhibition: 9%

How did CCC1(C)CC(CCN)(c2ccc(F)cc2)CCO1 (centres undefined) do in these assays?
RNase H inhibition: 0%

Results for CCCC1=NN2C(=N)/C(=C/c3ccc(OCc4ccccc4)c(OC)c3)C(=O)N=C2S1 ?
RNase H inhibition: 17%

Results for CCOC(=O)c1c(NC(=O)c2cc(-c3ccc(C)s3)nc3ccccc23)sc2c1CCC2 ?
RNase H inhibition: 26%

Results for C/C(=N\NC(=O)c1cc2ccccc2cc1O)C1C(=O)c2ccccc2C1=O ?
RNase H inhibition: 5%

Results for O=C(c1ccccc1Br)N1CCN(c2ccc([N+](=O)[O-])cc2F)CC1 ?
RNase H inhibition: 8%

How did S=c1[nH]nc(-c2ccccc2)n1N=C/C(Cl)=C/c1ccccc1 do in these assays?
RNase H inhibition: 29%

Results for O=C(NC(=S)Nc1ccc2oc(-c3cccc(F)c3)nc2c1)c1ccc(F)cc1 ?
RNase H inhibition: 8%

What do the screens show for `CCOc1cccc(C(=O)Nc2ccc(NC(=O)c3cccc(C)c3)cc2)c1`?
RNase H inhibition: 27%

What do the screens show for `NC(=O)CCC(NC(=O)C(c1ccccc1)c1ccccc1)C(=O)O` (centres undefined)?
RNase H inhibition: 10%

Results for Brc1ccc2nc(-n3nc4ccccc4n3)nc(-c3ccccc3)c2c1 ?
RNase H inhibition: 6%

How did Cc1ccc(C(=O)NCc2ccc(S(N)(=O)=O)cc2)cc1C do in these assays?
RNase H inhibition: 8%

What do the screens show for `CCCOc1ccc(N2C(=O)CC(N3CCC(C(N)=O)(N4CCCCC4)CC3)C2=O)cc1` (centres undefined)?
RNase H inhibition: 10%

What do the screens show for `COc1ccc(/C=N/Nc2nc(-c3ccccc3)cc(-c3ccc(Br)cc3)n2)c(OC)c1`?
RNase H inhibition: 17%

How did COc1ccc(C(=O)Nc2ccc3oc(-c4ccccc4)nc3c2)cc1Cl do in these assays?
RNase H inhibition: 4%

How did O=C1CC(N2CCN(c3ccc(Cl)cc3)CC2)C(=O)N1c1ccc(F)cc1 (centres undefined) do in these assays?
RNase H inhibition: 0%

What do the screens show for `CC(C)(C)c1cc(/C=N/Nc2nnc3c(n2)[nH]c2ccccc23)cc(C(C)(C)C)c1O`?
RNase H inhibition: 9%

Results for COc1cccc(C2NCCc3cc(OC)c(OC)cc32)c1 (centres undefined) ?
RNase H inhibition: 0%

Results for COc1cc(OC)cc(C(=O)N2CCN(Cc3cccc([N+](=O)[O-])c3)CC2)c1 ?
RNase H inhibition: 5%

How did COc1ccccc1N=Cc1c(O)n(-c2ccccc2Cl)c(=O)[nH]c1=O do in these assays?
RNase H inhibition: 12%

Results for CCOc1cc(/C=C2\NC(=S)NC2=O)ccc1O ?
RNase H inhibition: 2%

Results for O=C(Nc1ccc(-c2nc3ncccc3o2)cc1)c1ccc([N+](=O)[O-])cc1 ?
RNase H inhibition: 9%

Results for O=C1CSC(=Nc2ccc(Br)cc2)N1 ?
RNase H inhibition: 4%&11%

What do the screens show for `Cc1cc(Cl)ccc1NC(=O)C(=O)NCc1ccccc1`?
RNase H inhibition: 0%

How did Cc1ccc(C)c(OCCCCCCN2CCCCC2)c1 do in these assays?
RNase H inhibition: 9%

What do the screens show for `Cc1ccc(C(=O)NNC(=O)/C=C\C(=O)O)cc1`?
RNase H inhibition: 0%

What do the screens show for `Cc1ccc(N(CC(=O)O)S(=O)(=O)c2ccccc2)c(C)c1`?
RNase H inhibition: 6%

What do the screens show for `Cc1sc(NC(=O)C2CCCCC2)nc1-c1ccccc1`?
RNase H inhibition: 10%

Results for CCCSc1nnc2c(n1)OC(c1ccc(C)o1)Nc1ccccc1-2 (centres undefined) ?
RNase H inhibition: 5%

How did O=C(CN(c1ccc([N+](=O)[O-])cc1)S(=O)(=O)c1ccccc1)NC1CC2CCC1C2 (centres undefined) do in these assays?
RNase H inhibition: 13%

Results for Cc1ccc(S(=O)(=O)Oc2ccc(/C=C3\SC(N)=NC3=O)cc2)cc1 ?
RNase H inhibition: 18%

Ordered by formula weight (smallest number first): part of the list above.
What do the screens show for `Cc1ccc(C(=O)NNC(=O)/C=C\C(=O)O)cc1`?
RNase H inhibition: 0%

What do the screens show for `Cc1cc(Cl)ccc1NC(=O)C(=O)NCc1ccccc1`?
RNase H inhibition: 0%

Results for CCCSc1nnc2c(n1)OC(c1ccc(C)o1)Nc1ccccc1-2 (centres undefined) ?
RNase H inhibition: 5%

Results for O=C(Nc1ccc(-c2nc3ncccc3o2)cc1)c1ccc([N+](=O)[O-])cc1 ?
RNase H inhibition: 9%

How did O=C(CN(c1ccc([N+](=O)[O-])cc1)S(=O)(=O)c1ccccc1)NC1CC2CCC1C2 (centres undefined) do in these assays?
RNase H inhibition: 13%

(listing goes on)
How did CCn1nc(C(C)C(=O)O)c2ccccc2c1=O (centres undefined) do in these assays?
RNase H inhibition: 6%

What do the screens show for `CC(=Nc1ccncc1)C1=C(O)CC(C)(C)CC1=O`?
RNase H inhibition: 13%

How did O=C1OC(c2ccccc2)=N/C1=C\c1cn(-c2ccccc2)nc1-c1ccc(Cl)cc1 do in these assays?
RNase H inhibition: 14%

How did CCOc1ccccc1/C=C1/C(=O)NC(=O)N(c2ccc(C)cc2)C1=O do in these assays?
RNase H inhibition: 4%

How did COc1cccc(NC(=O)C2COc3ccccc3O2)c1 (centres undefined) do in these assays?
RNase H inhibition: 3%

How did CCOc1ccc(/C=N/NC(=O)c2ccc(N(C)C)cc2)cc1O do in these assays?
RNase H inhibition: 8%

Results for CCc1cc2c(SCC(=O)c3ccc(F)cc3)ncnc2s1 ?
RNase H inhibition: 15%

Results for C=C(Br)Cn1c(COc2ccccc2)nc2ccccc21 ?
RNase H inhibition: 0%

Results for COc1cc(/C=C2\C(=O)NC(=S)N(c3ccc(F)cc3)C2=O)ccc1O ?
RNase H inhibition: 11%

How did N#C/C(=C/Nc1ccc(F)cc1)c1nc(-c2ccccc2)cs1 do in these assays?
RNase H inhibition: 17%

What do the screens show for `Cc1ccc(-c2nc3ccccc3s2)cc1NC(=S)NC(=O)c1ccc(OC(C)C)cc1`?
RNase H inhibition: 1%

Results for CCc1cc(=O)oc2cc(OCc3ccccc3Cl)ccc12 ?
RNase H inhibition: 7%

Results for Cc1cc(C)c(NS(=O)(=O)c2cccc3c2C(=O)c2ccccc2C3=O)c(C)c1 ?
RNase H inhibition: 17%

Results for CCOC(=O)C(N)CSC1CC(=O)N(c2ccc(Cl)c(Cl)c2)C1=O (centres undefined) ?
RNase H inhibition: 7%

Results for C=CCOc1c(I)cc(/C=C2\N=C(c3cc([N+](=O)[O-])ccc3Cl)OC2=O)cc1OC ?
RNase H inhibition: 23%

How did Oc1cccc(C(=S)N2CCOCC2)c1 do in these assays?
RNase H inhibition: 13%

How did CC(=O)Oc1ccccc1/C=N/NC(=O)/C(=C\c1ccc2c(c1)OCO2)NC(=O)c1ccccc1 do in these assays?
RNase H inhibition: 18%

Results for O=C(/C=C/c1ccccc1Cl)Nc1ccc(Br)cc1 ?
RNase H inhibition: 5%

Results for O=C(Nc1ccccc1C(=O)N1CCN(Cc2ccccc2)CC1)c1ccccc1F ?
RNase H inhibition: 2%

Some of the compounds tested; count on the stated rates, not on these rows.
